Platelet DG rel: modulates dense granule release in human platelets. human platelet-rich plasma, SFLLRN dense granule ATP release, luminescence. inhibition, %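 (compounds screened at 7.5 µM in platelet-rich plasma)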. actives 0.22% (n = 300,000). AID 1663;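 active = mean replicate score, as percent of positive control, at or above 50; inconclusive = mean below 50 but at least one replicate at or above 50; inactive = mean and every replicate below 50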
TRPC4 PAM: TRPC4 (mouse) allosteric potentiation. B-score at 10 µM. HEK293 TRPC4beta/mu-opioid, DAMGO EC20, Fluo-4 Ca2+ flux; active compounds read high. actives 0.42% (n = 310,000);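 active = B-score of calcium response area above 5 SD of library B-scores, with initial fluorescence ratio within 5 SD of library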;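 also: B-score of integrated fluorescence ratio over time as area under calcium response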
hERG rescue: hERG (human) protection from proarrhythmic block; Q12809; CHO-hERG, FluxOR thallium flux, dofetilide IC70 present; activation (rescue from dofetilide block), less the hit threshold, % at 10 µM; actives 0.51% (n = 310,000); AID 1511;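 active = activation above the mean of controls blocked by dofetilide plus 5 SD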;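 also: thallium influx through hERG after potassium depolarization seen as dye fluorescence rise; in these data hits start at about 4.7%; inactives centre near -7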
KCNK3 inh: human KCNK3 channel inhibition, primary screen. CHO-KCNK3 thallium flux, FluxOR fluorescence; active compounds read low. B-score at 10 µM. actives 0.84% (n = 340,000);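 active = B-score under library mean minus 4 SD, starting fluorescence ratio at most library mean plus 5 SD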;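 also: more negative B-score means stronger inhibition of thallium flux through KCNK3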
Target sequence (O14649 whole entry, looked up): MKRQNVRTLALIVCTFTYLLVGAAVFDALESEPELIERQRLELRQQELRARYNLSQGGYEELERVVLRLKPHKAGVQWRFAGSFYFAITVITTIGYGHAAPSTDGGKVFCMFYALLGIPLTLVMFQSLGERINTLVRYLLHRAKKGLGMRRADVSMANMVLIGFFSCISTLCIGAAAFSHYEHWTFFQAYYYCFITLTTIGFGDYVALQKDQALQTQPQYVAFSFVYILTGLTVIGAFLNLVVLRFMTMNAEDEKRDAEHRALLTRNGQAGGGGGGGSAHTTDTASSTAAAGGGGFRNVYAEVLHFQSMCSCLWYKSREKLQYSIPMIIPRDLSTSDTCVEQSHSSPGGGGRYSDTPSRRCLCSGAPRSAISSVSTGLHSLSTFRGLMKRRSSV
PolyA inhibitor: inhibitors of polyadenylation in S. cerevisiae | S. cerevisiae SKY197-pL101 polyadenylation reporter, beta-gal luminescence; efflux-impaired pdr1/pdr3 knockout yeast; score 100 = 6 SD above DMSO | calls only at 12 µM | actives 0.02% (n = 300,000);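 active = lowest replicate activity score at least 50, where 100 means six control SD above control mean; inconclusive = lowest score under 50 but half or more replicates reach 50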;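 also: yeast exposed to compound for 9 h at 30 °C; higher score means more reporter readthrough which indicates perturbed polyadenylation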
KCNQ1 inh: inhibitors of human KCNQ1 potassium channel. CHO-K1 KCNQ1, FluxOR thallium flux fluorescence; active compounds read high. B-score at 10 µM. actives 1.3% (n = 310,000). AID 2642;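 active = compounds whose thallium flux B-score, printed positive for inhibition, exceeds three library SD while starting fluorescence stays within three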;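 also: channel opened by potassium depolarization with thallium stimulus after 20 min compound exposure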
TRPC4 act: activators of mouse TRPC4 channel; Q9QUQ5; HEK293 TRPC4beta/mu-opioid, Fluo4 calcium fluorescence; active compounds read high; B-score at 10 µM; actives 0.49% (n = 310,000);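 active = B-score above 5 SD of library B-scores, and initial fluorescence ratio not above library mean plus 5 SD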;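 also: positive B-score marks a calcium rise read as TRPC4 activation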
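Test system: HEK293 cells stably co-expressing mouse TRPC4beta and mu-opioid receptor | Schedule: Fluo4 dye loading 45 min at room temperature, 110 s recording | Measured by: Kinetic Fluo4 calcium fluorescence, 5 s baseline at 1 Hz | Evaluation: B score of integrated ratio | Controls: Buffer (low) and maximal DAMGO (high)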
Dyrk1A ADPGlo: inhibitors of rat Dyrk1A kinase. Q63470. inhibition, % at 12.5 µM. AID 504441. actives 0.43% (n = 310,000). ADP-Glo luminescence, NFATc1 peptide; in the data active = inhibition above about 50%;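 also: plate controls were vehicle with enzyme for no effect and no enzyme for full effect; many of its hits are not listed in these tables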
KCNQ1 act: potentiates or activates the human KCNQ1 potassium channel; actives 0.35% (n = 310,000); AID 2648; CHO-K1 KCNQ1, thallium flux FluxOR fluorescence; active compounds read high; B-score at 10 µM; P51787;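 active = fluorescence ratio B-score, a plate-corrected score, at least three library SD, with initial intensity B-score within 5 SD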
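System: Stable KCNQ1 CHO-K1 line | Incubation: 90 min dye loading and 20 min compound exposure, both at room temperature | Measure: Ratio B score | Medium: Assay buffer for compound exposure, DMSO matched across wells | Compound dosing: Single-concentration screen | Probe or stimulus: K+/Tl+ depolarizing stimulus | Measured by: Kinetic FluxOR fluorescence, 10 s baseline plus 110 s post-stimulus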
KCNK9 inh: blocks the human KCNK9 two-pore domain potassium channel | Q9NPC2 | B-score at 10 µM | actives 1.2% (n = 310,000) | HEK293 KCNK9, FluxOR thallium flux fluorescence; active compounds read low;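 active = ratio B-score over 3 SD below the library mean, with starting fluorescence within 5 SD of its mean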;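 also: negative B-score means less thallium flux so channel inhibition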
Target sequence (Q9NPC2 whole entry, looked up, the tested form may be a part): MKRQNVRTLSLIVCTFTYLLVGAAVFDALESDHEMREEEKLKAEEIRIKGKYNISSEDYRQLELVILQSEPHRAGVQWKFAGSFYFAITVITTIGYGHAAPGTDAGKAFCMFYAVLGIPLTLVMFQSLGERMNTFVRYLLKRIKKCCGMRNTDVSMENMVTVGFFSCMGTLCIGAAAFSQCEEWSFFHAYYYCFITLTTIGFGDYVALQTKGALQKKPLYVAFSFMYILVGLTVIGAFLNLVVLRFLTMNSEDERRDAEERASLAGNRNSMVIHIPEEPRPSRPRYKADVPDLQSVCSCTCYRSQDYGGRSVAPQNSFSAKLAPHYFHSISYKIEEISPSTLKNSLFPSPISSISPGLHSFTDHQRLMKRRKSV
TRPC4 block: blocks the mouse TRPC4 cation channel; HEK293 TRPC4beta/mu-opioid, DAMGO-evoked Fluo4 calcium flux; active compounds read low; B-score at 10 µM; actives 0.39% (n = 300,000); AID 2247;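 active = B-score over 3 SD under the library average, no early fluorescence shift, positive overall ratio signal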
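Signal: kinetic Fluo4 fluorescence imaging of calcium influx. Material: stable TRPC4beta/mu-opioid receptor HEK293 cells. Probe or stimulus: DAMGO in two steps, submaximal then maximal.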
An asterisk follows results filed as active; i = inactive; ? = inconclusive; . = not tested or not shown. A portion of the library; rates above refer to the full screens.

Second line of a record – KCNK9 inh	KCNK3 inh	hERG rescue	Platelet DG rel	Dyrk1A ADPGlo	TRPC4 block	KCNQ1 inh	KCNQ1 act	TRPC4 PAM	TRPC4 act	PolyA inhibitor
#1 FC(F)(F)c1cccc(-n2c(Cn3nnc4ccccc43)n[nH]c2=S)c1
    i	i	-2.9	-13.1	.	i	i	i	i	i	i
#2 O=C(N/N=C/c1cccc([N+](=O)[O-])c1)c1cc[n+](CCO)cc1
    i	i	-2.4	6.9	0.2	i	i	i	i	i	i
#3 O=C1CN(C(=O)C2CC2)c2ccccc2N1
    i	i	-2.7	-6.6	-1.0	i	i	i	i	i	i
#4 S=c1nc(C23CC4CC(CC(C4)C2)C3)[nH][nH]1
    i	i	-5.5	-0.5	-1.5	i	i	i	i	i	i
#5 CCOC(=O)COc1c(C(=O)OC)sc2ncccc12
    i	i	38.7*	0.9	.	i	i	i	i	i	i
#6 COC(CNC(=O)C(=O)NCC1CCCN1S(=O)(=O)c1cccs1)OC (stereo not given)
    i	i	-9.9	-0.3	4.6	i	i	i	i	i	i
#7 Cc1ccc(C)c(-n2c(Cc3cc(=O)[nH]c(=O)[nH]3)nnc2SC(C)C)c1
    i	i	-1.3	-3.5	7.3	i	i	i	i	i	i
#8 CCCS(=O)(=O)N1CCCC(C(=O)NCCc2cccc(C)c2)C1 (stereo not given)
    i	i	-5.0	2.5	-1.7	i	i	i	i	i	i
#9 CCOC(=O)c1ccc(NC(=O)C2CCCO2)cc1 (stereo not given)
    i	i	-6.6	2.7	1.6	i	i	i	i	i	i
#10 Cn1c(N)c(C(=O)COC(=O)COc2ccccc2C#N)c(=O)n(C)c1=O
    i	i	-5.0	-2.6	3.6	i	i	i	i	i	i
#11 CCCCN1CNC(=S)N(c2ccc(C(=O)OCC)cc2)C1
    i	i	-3.3	8.0	4.5	i	i	i	i	i	i
#12 CCOC(=O)N1CCN(C(=O)CSCC(=O)Nc2nc(-c3ccc(Cl)s3)cs2)CC1
    i	i	-10.5	-5.0	3.5	i	i	i	i	i	i
#13 CC(C)[C@H](NC(=O)c1ccccc1Cl)C(=O)OCC(=O)NC(=O)NC1CCCC1
    i	i	-11.4	0.3	-8.5	i	i	i	i	i	i
#14 O=C(CSC1=NCCS1)N1CCN(c2ccc(Cl)cc2)CC1
    i	i	-13.5	-10.5	-2.4	i	i	i	i	i	i
#15 CN(C(=O)COC(=O)CNC(=O)c1sc2ccccc2c1Cl)c1ccccc1
    i	i	-4.6	7.9	-7.3	i	i	i	i	i	i
#16 O=C(Cn1cnc([N+](=O)[O-])c1)Nc1cc(Oc2ccc(Cl)cc2Cl)cc([N+](=O)[O-])c1
    i	i	-7.9	4.6	-5.3	i	8*	i	i	i	i
#17 N#Cc1cnn2c(N)c(-c3ccc(Cl)cc3)cnc12
    i	i	-2.4	2.0	-3.6	i	i	i	i	i	i
#18 Cc1ccc(C)c(N2CCN(S(=O)(=O)c3ccc4c(c3)NC(=O)CC(=O)N4)CC2)c1
    i	i	-14.7	-3.9	-1.3	i	i	i	i	i	i
#19 CSc1ccc(C#N)cc1NC(=O)c1ccccc1
    i	i	-4.5	4.0	-7.4	i	i	i	i	i	i
#20 CCCCc1cc(=O)oc2cc(C)cc(OC(C)C(=O)NCc3ccccn3)c12 (stereo not given)
    i	i	-11.5	0.0	-2.5	i	i	i	i	i	i
#21 Cc1ccc(S(=O)(=O)N2CCN(C(=O)CCCOc3ccc(Cl)cc3C)CC2)cc1
    i	i	-7.0	-10.5	7.2	i	i	i	i	i	i
#22 COc1cc(NC(=O)c2cc([N+](=O)[O-])ccc2NC(=O)CNCc2ccccn2)cc(OC)c1
    i	i	-22.4	-15.8	0.9	i	i	i	i	i	i
#23 CCCCc1ccc(S(=O)(=O)N2CCC3(CC2)OCCO3)cc1
    i	i	-8.8	-16.2	.	i	i	i	i	i	i
#24 O=C1NC(=NCc2ccccc2)S/C1=C\c1ccccc1
    i	i	-3.5	-2.4	.	i	i	i	i	i	i
#25 Cn1c(=O)c2c(nc(CN3CCC(C(N)=O)CC3)n2Cc2c(F)cccc2Cl)n(C)c1=O
    i	i	-7.1	-0.4	2.6	i	i	i	i	i	i
#26 Cc1c(-c2cc[n+]([O-])cc2)oc2ccc(Br)cc2c1=O
    i	.	4.9*	-2.3	.	i	i	i	i	i	i
#27 O=C(NCc1ccccc1)c1ccc(N2CCC3(CC2)CC(c2ccccc2)=NO3)c([N+](=O)[O-])c1
    i	i	-13.2	6.0	11.0	i	i	i	i	i	i
#28 Cn1c(N)c(Sc2ccc([N+](=O)[O-])cc2)c(=O)n(C)c1=O
    i	i	-2.6	1.3	-7.3	i	i	i	i	i	i
#29 CC1=NNC(=O)/C1=C\c1cn(-c2ccccc2)nc1-c1ccc(Cl)cc1
    i	i	-7.6	7.9	2.7	i	i	i	i	i	i
#30 O=C(NCc1cccnc1)c1cc(S(=O)(=O)N2CCCC2)c(Cl)cc1Cl
    i	i	-7.1	0.8	2.4	i	i	i	i	i	i

From no. 29 as far as 30, copied from above:
Second line of a record – KCNK9 inh	KCNK3 inh	hERG rescue	Platelet DG rel	Dyrk1A ADPGlo	TRPC4 block	KCNQ1 inh	KCNQ1 act	TRPC4 PAM	TRPC4 act	PolyA inhibitor
#29 CC1=NNC(=O)/C1=C\c1cn(-c2ccccc2)nc1-c1ccc(Cl)cc1
    i	i	-7.6	7.9	2.7	i	i	i	i	i	i
#30 O=C(NCc1cccnc1)c1cc(S(=O)(=O)N2CCCC2)c(Cl)cc1Cl
    i	i	-7.1	0.8	2.4	i	i	i	i	i	i

The list continues:
Second line of a record – KCNK9 inh	KCNK3 inh	hERG rescue	Platelet DG rel	Dyrk1A ADPGlo	TRPC4 block	KCNQ1 inh	KCNQ1 act	TRPC4 PAM	TRPC4 act	PolyA inhibitor
#31 Cc1cc(Br)cc(C)c1OCCCCN(C)C
    i	i	-18.3	6.7	0.4	i	i	i	35*	i	i
#32 COc1ccc(CCNS(=O)(=O)c2ccc(N3CCCC3=O)cc2)cc1
    i	i	-1.1	-18.2	2.0	i	i	i	i	i	i
#33 COc1ccc(-c2nc3n(n2)C(c2cccnc2)C(C(N)=O)=C(C)N3)cc1 (stereo not given)
    i	i	-11.0	5.6	-4.8	i	i	i	i	i	i
#34 COC(=O)c1c(C)nn(-c2ccc(F)c(Cl)c2)c1-c1cc(C)on1
    i	i	-7.8	4.3	5.8	i	i	i	i	i	i
#35 Cc1cc(C)n(-c2ccc(C(=O)Nc3cc(S(=O)(=O)N(C)C)ccc3Cl)cc2)n1
    i	i	-0.7	-2.9	-3.1	i	i	i	i	i	i
#36 C[C@H](NC(=O)NCCc1ccccc1)C(=O)O
    i	i	-3.5	-19.0	-4.0	i	i	i	i	i	i
#37 O=C(N/N=C/c1ccccc1Br)c1ccc(CSc2cccc3cccnc23)cc1
    i	i	-17.7	0.0	-2.7	i	i	i	i	i	i
#38 Cn1c(N2CCOCC2)cc(=O)n(C)c1=O
    i	i	-1.1	-26.5	2.7	i	i	i	i	i	i
#39 COc1ccc(CNCc2c(F)cccc2F)cc1OC
    i	i	-1.0	2.5	16.1	i	i	i	i	i	i
#40 CC(=O)Nc1ccc(S(=O)(=O)NC(CC(=O)NCCC2=CCCCC2)C(C)C)cc1 (stereo not given)
    i	i	-7.7	-16.4	5.8	i	i	i	i	i	i
#41 Nc1cc(-c2ccco2)no1
    i	i	-7.8	-1.3	0.3	i	i	i	i	i	i
#42 O=C1NC2(CCCCCC2)C(=O)N1CCS(=O)(=O)Oc1ccccc1
    i	i	-4.9	0.6	-0.5	i	i	i	i	i	i
#43 COc1cc(NC(=O)CN2CCN(c3ccccc3F)CC2)c(C)cc1[N+](=O)[O-]
    i	i	-0.8	10.1	-2.6	i	i	i	i	i	i
#44 O=C(CNc1cccc2ccccc12)c1ccc([N+](=O)[O-])cc1
    i	i	-5.6	5.1	-2.7	i	i	i	i	i	i
#45 CCOC(=O)c1ccccc1NC(=O)COC(=O)CCC(=O)c1ccccc1
    i	i	-4.6	-8.1	3.2	i	i	i	i	i	i
#46 COc1ccc(CCNC(C)C(=O)Nc2ccc(S(N)(=O)=O)cc2)cc1 (stereo not given)
    i	i	-10.8	-13.4	4.3	i	i	i	i	i	i
#47 COC(=O)c1ccc(C(=O)OC)c(NC(=S)N2CCN(C(=O)C3CCCO3)CC2)c1 (stereo not given)
    i	i	-6.8	10.2	-0.7	i	i	i	i	i	i
#48 COC(=O)CSCC(=O)Nc1nnc(-c2cccc(C)c2)s1
    i	i	-7.3	-1.6	5.8	i	i	i	i	i	.
#49 COc1ccc(/C=C/C(=O)N2CCN(c3ccccn3)CC2)cc1
    i	i	-7.1	0.0	6.0	i	i	i	i	i	i
#50 C/C(=N\O)C1CCCCC1
    i	.	-10.6	0.3	.	i	i	i	i	i	i
#51 CC1(C)c2[nH]c3ccccc3c2C[C@@H]2C(=O)N(Cc3ccco3)C(=O)N21
    i	i	-18.0	-2.1	.	i	i	i	i	i	i
#52 Cc1ccc(CS(=O)Cc2ccc(C(=O)N3CCN(c4ccccc4)CC3)o2)cc1 (stereo not given)
    i	i	-16.8	1.4	-5.1	i	i	i	i	i	i
#53 NNC(=O)c1ccc2[nH]c3c(c2c1)CCCC3
    i	i	-0.8	3.0	-0.5	i	i	i	i	i	i
#54 Cc1cccc(N2C(=O)CC(Sc3nc(C)c4c(n3)CCCC4)C2=O)c1 (stereo not given)
    i	i	-9.7	7.7	14.8	i	i	i	i	i	i
#55 CC1=C(C#N)C(Nc2ccc(Cl)cn2)(C(F)(F)F)C(=O)N1 (stereo not given)
    i	i	-8.2	1.8	0.5	i	i	i	i	i	i
#56 CNc1nc2c(N)ncnc2n1[C@H]1O[C@@H](CO)[C@H](O)[C@@H]1O
    i	i	-1.3	?	90.9*	i	i	i	i	i	i
#57 Cc1ccc(/C=N/n2c(C3CCCCC3)n[nH]c2=S)cc1
    i	i	-8.6	1.4	2.9	i	i	i	i	i	i
#58 COc1ccc(OCC2c3cc(OC)c(OC)cc3CCN2C(=O)C(C)C)cc1 (stereo not given)
    i	i	-10.3	5.8	.	i	i	i	i	i	i
#59 CN(/N=C\c1ccc(O)c(O)c1)c1nc(-c2ccccc2)cc(-c2ccccc2)n1
    i	i	-16.2	26.6	-9.3	i	i	i	i	i	i
#60 CCN1C(=O)NC(c2ccc(Cl)cc2)C2=C1CCCC2=O (stereo not given)
    i	i	-6.2	-1.4	-2.4	i	i	i	i	i	i
